CHRM4 antagonist = human M4 muscarinic receptor antagonists, primary screen, CHO cells, Fluo-8 calcium fluorescence | Muscarinic acetylcholine receptor M4 (Homo sapiens), P08173 | CHO-hM4 cells, ACh EC80 | inhibition, % at 3 µM | actives 0.73% (n = 360,000) | AID 624125, 2012;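 active means inhibition above its plate's cutoff, the mean inhibition of sample wells plus 3 SD, cut at about 27% in these data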;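 further: 0% = acetylcholine EC80 with DMSO and 100% = DMSO without agonist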
Target sequence (P08173 whole entry, looked up): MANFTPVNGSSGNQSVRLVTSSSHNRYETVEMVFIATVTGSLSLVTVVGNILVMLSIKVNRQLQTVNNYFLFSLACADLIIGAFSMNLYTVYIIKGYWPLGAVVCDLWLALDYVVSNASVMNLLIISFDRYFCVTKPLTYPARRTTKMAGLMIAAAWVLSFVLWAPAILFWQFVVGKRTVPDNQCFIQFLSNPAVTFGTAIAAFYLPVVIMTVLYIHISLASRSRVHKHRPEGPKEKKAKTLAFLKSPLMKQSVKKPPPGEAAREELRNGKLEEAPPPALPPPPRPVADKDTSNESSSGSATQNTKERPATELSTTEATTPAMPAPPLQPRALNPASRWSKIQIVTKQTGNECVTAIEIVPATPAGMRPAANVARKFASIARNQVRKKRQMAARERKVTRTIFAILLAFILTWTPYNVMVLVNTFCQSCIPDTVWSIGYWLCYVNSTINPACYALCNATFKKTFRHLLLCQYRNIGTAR
CHRM1 PAM = human M1 muscarinic receptor positive allosteric modulators, primary screen, CHO-K1 cells, Fluo-8 calcium fluorescence, 1536-well; actives 0.088% (n = 360,000); activation, % at 3 µM; CHO-K1 hM1, ACh EC20; 0% = ACh EC20, 100% = maximal ACh; in the data active means activation above about 19%, passing the limit was not always enough
M1 antag = human M1 muscarinic receptor antagonists, primary screen, CHO-K1 cells, Fluo-8 calcium fluorescence, 1536-well; inhibition, % at 3 µM; CHO-K1 hM1, ACh EC80 antagonist; Muscarinic acetylcholine receptor M1 (Homo sapiens), P11229; AID 588852, 2011; actives 1.3% (n = 360,000);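 active means percent inhibition above its own plate's cutoff, namely the mean of that plate's compound wells plus 3 SD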;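 further: peak over basal fluorescence ratio during 140 s after agonist addition; 0% = ACh EC80 plus DMSO and 100% = DMSO alone without agonist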
CHRM4 agonist = human M4 muscarinic receptor agonists, primary screen, CHO-K1 cells, Fluo-8 calcium fluorescence; AID 624127, 2012; activation, % at 3 µM; Muscarinic acetylcholine receptor M4 (Homo sapiens), P08173; CHO-K1 hM4/Gqi5; vehicle 0%, full acetylcholine response 100%; actives 0.14% (n = 360,000);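 active means activation above the run mean over all test wells plus 3 SD, cut at about 32% in these data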;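 further: peak over basal fluorescence ratio per well then scaled between controls; 0% = DMSO wells and 100% = acetylcholine at EC100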
M1 ag = human M1 muscarinic receptor agonists, primary screen, Fluo-8 calcium fluorescence, CHO-K1 cells, HTS. Muscarinic acetylcholine receptor M1 (Homo sapiens), P11229. CHO-K1 hM1, agonist mode; 0% DMSO, 100% acetylcholine EC100. activation, % at 3 µM. actives 0.33% (n = 360,000);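 active means activation above the run's mean compound activation plus 3 SD, cut at about 16% in these data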;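 further: peak over basal fluorescence ratio within a 140 s kinetic read after compound addition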
OXTR potentiator = human OXTR potentiators, primary screen, fluorescence, CHO-OTR cells, Fluo-8 calcium. Oxytocin receptor (Homo sapiens), P30559. Fluo-8 calcium fluorescence, potentiator mode; 0% = oxytocin EC15, 100% = EC100. activation, % at 3 µM. actives 0.061% (n = 320,000). AID 2445, 2010;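 active means activation above that plate's cutoff, the mean activation of tested compounds plus 3 SD, cut at about 6.6% in these data, passing the limit was not always enough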;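 further: 100% uses oxytocin at 75 nM as the full agonist control; some results filed as inactive read as strong as hits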
Target sequence (P30559 whole entry, looked up): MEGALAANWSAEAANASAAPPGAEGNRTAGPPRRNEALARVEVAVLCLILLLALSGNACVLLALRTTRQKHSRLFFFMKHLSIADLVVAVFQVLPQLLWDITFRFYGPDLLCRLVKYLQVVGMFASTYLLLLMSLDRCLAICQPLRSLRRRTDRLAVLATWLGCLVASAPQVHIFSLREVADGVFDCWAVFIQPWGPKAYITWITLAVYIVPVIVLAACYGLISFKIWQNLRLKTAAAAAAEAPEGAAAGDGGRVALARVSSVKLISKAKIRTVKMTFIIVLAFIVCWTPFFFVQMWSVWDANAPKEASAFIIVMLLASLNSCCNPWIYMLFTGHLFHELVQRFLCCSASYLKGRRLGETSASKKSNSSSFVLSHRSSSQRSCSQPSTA
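Assay system: CHO cell line stably expressing human OTR | Also added: Oxytocin at about EC15, sub-maximal agonist stimulus | Times: Compound 6 min at room temperature before oxytocin, 100 s read | Measured by: Fluo-8 intracellular calcium fluorescence, ex 470-495, em 515-575 nm | Controls: EC15 oxytocin alone as 0%, 75 nM oxytocin as 100%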
M1 ag parental = counter-screen for M1 agonists: effect in parental CHO-K1 cells | Fluo-8 calcium fluorescence; scaled to maximal ATP response, vehicle zero | activation, % at 3 µM | actives 0.48% (n = 360,000); in the data active means activation above about 15%;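 further: untransfected CHO-K1 host cells lacking M1 receptor as counterscreen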
CHO parental Ca = ATP-evoked calcium signal inhibitors, parental CHO, primary screen, counter-screen for OX1R antagonist project, cell-based, fluorescence, Fluo-8 calcium dye; actives 0.63% (n = 330,000); parental CHO-K1, ATP-induced calcium, Fluo-8 fluorescence; AID 463079, 2010; inhibition, % at 5.6 µM;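 active means inhibition above that plate's mean sample inhibition plus 3 SD, cut at about 26% in these data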;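 further: 0% = ATP-challenged DMSO wells and 100% = DMSO wells without ATP; some compounds past the cut are filed as inactive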
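Material: parental CHO cells / Compound: single nominal dose of 5.6 µM per compound / Signal: Fluo-8 fluorescence / Replicates: singlicate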
CHO-K1 Ca antag = counter-screen for M1 antagonists: effect in parental CHO-K1 cells | inhibition, % at 3 µM | AID 602250 | ATP-induced calcium, Fluo-8 fluorescence | actives 0.6% (n = 360,000);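 active means inhibition above a per-plate cutoff, the plate's mean sample inhibition plus 3 SD, cut at about 24% in these data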;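 further: 0% = DMSO plus EC80 ATP and 100% = DMSO alone without ATP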
Active calls of the source: *; · = no result given.

| SMILES | CHRM4 antagonist | CHRM1 PAM | M1 antag | CHRM4 agonist | M1 ag | OXTR potentiator | M1 ag parental | CHO parental Ca | CHO-K1 Ca antag |
| --- | --- | --- | --- | --- | --- | --- | --- | --- | --- |
| COc1cc(CC(=O)NCCCc2ccccc2)cc(OC)c1OC | -27 | 4 | -8 | 5 | -1 | -1 | 5.1 | -14 | -13 |
| COc1ccccc1C(=O)Nc1ccc2c3c(cccc13)CC2 | 2 | -7 | 8 | 1 | -6 | -7 | -0.2 | -19 | -6 |
| CCN(CC(=O)Nc1c(F)cccc1F)C(=O)c1cc2c(cc1Cl)N1CCCCCC1=NS2(=O)=O | -4 | 13 | -10 | 1 | -5 | -1 | 0.1 | -1 | 0 |
| CCOc1ccccc1C1CC(=O)Nc2cc3c(cc21)OCCO3 (stereo not given) | 11 | 8 | -2 | 3 | 0 | -7 | 0.1 | -9 | 22 |
| COc1ccc(N2CCN(S(=O)(=O)c3cc4c5c(c3)C(C)C(=O)N5CCC4)CC2)cc1 (stereo not given) | 6 | -2 | -1 | 0 | -5 | 3 | -0.5 | -17 | 1 |
| O=C(O)c1ccccc1-c1ccccc1C(=O)Nc1ccc(-c2nc3cc(Cl)ccc3o2)cc1 | -10 | -9 | 13 | 0 | -2 | -9 | -0.2 | -8 | -12 |
| O=C(C1CCCO1)N1CCC(O)(c2ccccc2)CC1 (stereo not given) | 4 | 2 | -15 | 1 | -1 | -6 | -0.4 | -9 | -14 |
| Cc1ccc(S(=O)(=O)/N=C/c2ccc(N(C)C)cc2)cc1 | -10 | 6 | -6 | 1 | 0 | -7 | 0.2 | 6 | -7 |
| COc1n[nH]c(C(=O)Nc2nc3ccccc3s2)c1[N+](=O)[O-] | -4 | 13 | -8 | 1 | -5 | 4 | 2.3 | 5 | -8 |
| COc1nc(C)cc(C)c1S(=O)(=O)c1ccc(Cl)cc1 | 8 | 3 | -16 | 1 | -9 | -4 | -0.2 | -18 | 6 |
| CC(C)CCN1CCC(n2nccc2NC(=O)C2CCOC2)CC1 (stereo not given) | 12 | 8 | -6 | 1 | -8 | -6 | 1.1 | -3 | -7 |
| Cc1ccc(C(=O)Nc2nnc(COCCO)s2)cc1 | 5 | 4 | -13 | 1 | -2 | · | 0.4 | · | 3 |
| CC(C)Oc1ccc(C(CCNCc2ccc(O)cc2)c2ccccc2)cc1 (stereo not given) | 24 | -10 | 11 | 14 | -4 | · | 21* | · | 15 |
| Cc1ccc(NC(=O)CS(=O)CC(=O)Nc2cccc(C)c2C)cc1F (stereo not given) | 2 | 6 | -2 | 0 | -3 | -13 | 0.5 | -22 | -11 |
| CC(=O)c1ccc(OCc2cc(C(=O)NCC3CCCCO3)no2)cc1 (stereo not given) | -4 | 8 | -5 | 3 | 0 | 3 | 2.9 | -24 | -6 |

4 entries from above, reformatted.
> O=C(C1CCCO1)N1CCC(O)(c2ccccc2)CC1 (stereo not given)
  CHRM4 antagonist = 4; CHRM1 PAM = 2; M1 antag = -15; CHRM4 agonist = 1; M1 ag = -1; OXTR potentiator = -6; M1 ag parental = -0.4; CHO parental Ca = -9; CHO-K1 Ca antag = -14

> Cc1ccc(S(=O)(=O)/N=C/c2ccc(N(C)C)cc2)cc1
  CHRM4 antagonist = -10; CHRM1 PAM = 6; M1 antag = -6; CHRM4 agonist = 1; M1 ag = 0; OXTR potentiator = -7; M1 ag parental = 0.2; CHO parental Ca = 6; CHO-K1 Ca antag = -7

> COc1n[nH]c(C(=O)Nc2nc3ccccc3s2)c1[N+](=O)[O-]
  CHRM4 antagonist = -4; CHRM1 PAM = 13; M1 antag = -8; CHRM4 agonist = 1; M1 ag = -5; OXTR potentiator = 4; M1 ag parental = 2.3; CHO parental Ca = 5; CHO-K1 Ca antag = -8

> COc1nc(C)cc(C)c1S(=O)(=O)c1ccc(Cl)cc1
  CHRM4 antagonist = 8; CHRM1 PAM = 3; M1 antag = -16; CHRM4 agonist = 1; M1 ag = -9; OXTR potentiator = -4; M1 ag parental = -0.2; CHO parental Ca = -18; CHO-K1 Ca antag = 6

Going on with the list.
| SMILES | CHRM4 antagonist | CHRM1 PAM | M1 antag | CHRM4 agonist | M1 ag | OXTR potentiator | M1 ag parental | CHO parental Ca | CHO-K1 Ca antag |
| --- | --- | --- | --- | --- | --- | --- | --- | --- | --- |
| CCn1c(=O)c(C(=O)NNC(=O)c2ccc(Cl)cc2Cl)c(O)c2ccccc21 | -15 | 9 | -7 | 2 | 0 | -5 | 0.1 | -6 | -24 |
| O=C(COC(=O)C1c2ccccc2Oc2ccccc21)Nc1ccc2c(c1)OCO2 | -3 | 1 | 4 | 3 | -1 | -26 | 0.4 | -7 | 0 |
| Cc1cc2n(n1)SC(Nc1ccccc1)N2 (stereo not given) | -4 | 6 | -8 | 1 | -2 | -2 | -0.1 | -16 | 0 |
| CC(C)OCCCn1c(=S)[nH]c2ccc(N3CCOCC3)cc2c1=O | 2 | 7 | -9 | 4 | -4 | -1 | 1.3 | -10 | -5 |
| CC1(C)CC2CC(C)(CN2C(=O)c2cc(-c3ccc(O)cc3)on2)C1 (stereo not given) | -9 | 10 | -4 | 3 | 3 | -15 | 1.0 | -5 | -11 |
| C=CCNC(=O)COC(=O)c1ccc(Cl)c(S(N)(=O)=O)c1 | -5 | 7 | -1 | 1 | 0 | -20 | 0.1 | 2 | -7 |
| CSc1nc2cc(C)nn2c(-c2ccc(C(C)(C)C)cc2)c1C#N | -1 | -1 | 5 | 1 | -2 | -2 | -0.4 | -26 | -3 |
| O=P(O)(O)CCP(=O)(c1ccccc1)c1ccccc1 | 15 | 6 | -1 | -1 | -5 | -1 | 0.1 | -3 | 5 |
| O=C(O)CSc1cnc2ccccc2n1 | -13 | 3 | -2 | 1 | -1 | -13 | -0.4 | -1 | -8 |
| Cc1ccc(-c2cc3nn(-c4ccccc4)c(N)c3c(=O)o2)cc1 | 4 | -1 | 5 | 4 | -3 | -4 | 1.6 | -3 | 4 |
| COc1ccc(-n2nnnc2SCC(=O)Nc2nnc(C)s2)cc1OC | 0 | 2 | -3 | 1 | -3 | 5 | -0.2 | -20 | -19 |
| COc1ccc(OC)c(NC(=O)c2cc(S(=O)(=O)NCc3ccco3)ccc2F)c1 | 6 | -4 | 3 | -1 | -8 | -1 | -0.8 | -15 | -35 |
| CC(=O)c1ccc(S(=O)(=O)N(C)CCCC(=O)N(C)Cc2ccccc2F)cc1 | -29 | -5 | 2 | 16 | -8 | -13 | 5.0 | -4 | -19 |
| Brc1ccc(-c2csc(N/N=C/c3ccco3)n2)cc1 | -5 | 4 | 1 | 1 | -2 | -3 | 0.1 | -8 | -6 |
| O=C(NCc1ccco1)c1ccc(CS(=O)(=O)Cc2ccc(F)cc2)o1 | -5 | 5 | -7 | 2 | -2 | -2 | 0.5 | -8 | -7 |

(more compounds)
Compound	CHRM4 antagonist	CHRM1 PAM	M1 antag	CHRM4 agonist	M1 ag	OXTR potentiator	M1 ag parental	CHO parental Ca	CHO-K1 Ca antag
C=CCN(C(=O)CNC(=O)c1ccco1)C(C(=O)NC1CCCCC1)c1ccccc1F (stereo not given)	-8	-6	-15	3	-2	-6	0.2	-24	-1
O=C(CSc1n[nH]c(-c2ccccc2O)n1)N1CCOCC1	-10	7	-11	2	-5	-3	0.1	-5	-2
CCOC(=O)c1[nH]c2ccccc2c1NC(=O)CN1CCCCC1	-4	-8	6	0	-6	-16	0.5	-22	-8
Cc1ccc(S(=O)(=O)c2c(N)n(CCN3CCOCC3)c3nc4ccccc4nc23)cc1C	9	-8	16	0	-2	-2	0.3	-25	-2
O=C1c2ccccc2-c2cc(Br)ccc2NC1O (stereo not given)	-7	7	-4	1	0	·	2.2	·	-8
COc1ccc(NC(=O)Nc2nnc([C@@H]3C[C@H](O)[C@@H](CO)O3)s2)cc1	-12	6	-8	1	-3	·	0.3	·	-12
O=C(NCCC1CCCCN1S(=O)(=O)c1ccccc1)C(=O)NCC1CCCO1 (stereo not given)	-2	11	-20	0	-4	-1	-0.2	-12	3
O=C(CCNC(=O)c1ccccc1Cl)Nc1nc2ccc(F)cc2s1	-20	-3	8	13	0	0	1.6	-8	-14
Cn1c(SCC(=O)NCc2ccccc2)nc2ccccc21	17	4	1	1	-5	0	0.4	-13	-13
COc1cc2[nH]c3c(=O)n4c(nc3c2cc1OC)SCCC4	6	5	2	0	-2	2	0.3	-12	2
O=C(Nc1ccccc1N1CCCC1)c1ccc(Br)o1	6	2	0	-2	-9	-3	-0.1	-25	-9
CN(CC(=O)Nc1cccc(S(=O)(=O)N2CCCC2)c1)Cc1ccccc1	-1	0	-2	1	-7	-4	1.1	-24	-8
CCOC(=O)/C=C/CN(C(=O)OC(C)(C)C)S(=O)(=O)N1CC=CC1	2	-2	-5	2	-3	-2	-0.3	-6	-2
COC(=O)c1c(NC(=O)CSc2nnnn2-c2ccccc2)sc2c1CCCC2	-11	0	-2	1	-4	-8	0.5	-24	-13
O=c1c(Cc2ccc(Cl)cc2Cl)c(O)ccn1CCCN1CCOCC1	-6	11	-9	1	-7	-10	0.8	-12	-21
C=CCN(c1ccc(F)cc1)S(=O)(=O)c1cc(C(=O)NC2CCC(O)CC2)ccc1Cl (stereo not given)	-5	7	-1	2	4	-1	-0.4	-10	2
NC(=O)c1cnn2c(C(F)(F)F)cc(-c3ccc(F)cc3)nc12	-1	8	-13	3	-4	-1	0.8	-19	-7
O=C(COc1ccccc1)Nc1nonc1NC(=O)COc1ccccc1	1	4	3	8	0	-4	5.8	-1	1
Cc1ccc(NCc2nnc(SCC(=O)N3CCCCC3)n2CC2CCCO2)c(C)c1 (stereo not given)	5	8	-5	0	-3	-5	0.5	-20	-13
O=C(Nc1ccc(S(=O)(=O)Nc2nccs2)cc1)c1cnc(Cl)c(Cl)c1	-1	4	-7	2	-6	-14	0.9	1	-5
Nc1cc(=O)[nH]c(SCC(=O)Nc2cccnc2Cl)n1	-26	4	-8	4	-2	-7	0.7	1	-15
O=C(COC(=O)Cc1ccccc1[N+](=O)[O-])NCc1ccc(Cl)cc1	-8	9	-7	1	-4	-6	0.2	-6	-7
CCOc1ncccc1C(=O)Nc1ccc(Cl)cc1	-9	6	-10	0	-3	-2	0.1	-22	-1
N#CCCCn1c(O)c(N=NC(=O)C(O)c2ccccc2)c2ccccc21 (stereo not given)	1	16	-9	2	4	-2	0.4	-5	-5
CCc1cccc(CC)c1NC(=O)CN1CCc2cc(OC)c(OC)cc2C1	0	5	-2	2	2	0	3.4	-19	0
Cc1cc(C)nc(SCC(=O)N(C)CC(=O)Nc2ccccc2Br)n1	-8	10	-11	1	-1	-7	0.7	-12	-6
CCc1nc(CN2CCCC(C(=O)Nc3ccc(-c4cccc(OC)c4)cc3)C2)c(C)[nH]1 (stereo not given)	2	-5	-6	1	-8	·	0.5	·	-1

Random draw from the library; overall some 2.9% were active at least once.
